V1R ag counter: V1a receptor agonism, counter-screen for OXTR agonists; P37288; CHO-V1R cells, Fluo-8 calcium fluorescence, agonist mode; 0% DMSO, 100% 3 nM vasopressin; activation, % at 3 µM; 320,000 tested, 0.25% active;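 active = activation above the mean activation of all tested compounds plus 3 SD, per screening run, cut at about 20% in these data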;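 note: signal is peak over basal fluorescence ratio across a 100 second FLIPR read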
GPR7 antag: antagonists of human GPR7 (neuropeptides B/W receptor 1); GPR7-expressing cells, fluorescence antagonist assay; inhibition, % at 4.4 µM; P48145; 290,000 tested, 1.1% active; in the data active = inhibition above about 16%, passing the limit was not always enough;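 note: cells stimulated with the agonist NPW; 0% = agonist with vehicle and 100% = vehicle without agonist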
Target sequence (P48145 whole entry, looked up): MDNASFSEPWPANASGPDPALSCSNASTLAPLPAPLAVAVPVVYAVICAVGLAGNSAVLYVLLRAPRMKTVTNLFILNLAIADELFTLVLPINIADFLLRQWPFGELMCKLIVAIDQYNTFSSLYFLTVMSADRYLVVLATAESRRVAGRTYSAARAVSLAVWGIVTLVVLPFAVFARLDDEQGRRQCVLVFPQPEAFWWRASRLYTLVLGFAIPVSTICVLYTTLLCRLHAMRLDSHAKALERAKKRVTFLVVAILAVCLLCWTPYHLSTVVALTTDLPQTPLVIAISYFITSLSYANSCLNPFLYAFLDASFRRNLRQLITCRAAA
PHOSPHO1 block: inhibitors of human PHOSPHO1 phosphatase; Q8TCT1; recombinant PHOSPHO1, absorbance phosphatase assay; inhibition, % at 13.3 µM; 290,000 tested, 1.1% active; AID 1565; in the data active = inhibition above about 60%
Target sequence (Q8TCT1 whole entry, looked up): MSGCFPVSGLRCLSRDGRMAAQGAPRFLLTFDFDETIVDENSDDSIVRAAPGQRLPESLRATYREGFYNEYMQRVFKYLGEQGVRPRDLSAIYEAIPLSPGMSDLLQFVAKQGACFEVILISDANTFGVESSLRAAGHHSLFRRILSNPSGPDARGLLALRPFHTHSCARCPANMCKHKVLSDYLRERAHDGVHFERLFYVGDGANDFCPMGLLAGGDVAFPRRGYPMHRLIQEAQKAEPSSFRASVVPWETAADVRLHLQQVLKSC
DNA FID counter: counter-screen for HCV NS3 helicase inhibitors: DNA intercalator displacement; 290,000 tested, 0.17% active; AID 1845; DNA fluorescent intercalator displacement, fluorescence; inhibition, % at 7.9 µM; in the data active = inhibition above about 37%;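 note: 0% = vehicle and 100% = reference compound; higher means more ethidium bromide displaced from hairpin DNA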
OXTR ag: human OXTR agonism | P30559 | CHO-OTR cells, Fluo-8 calcium fluorescence; normalized: DMSO 0%, oxytocin 100% | activation, % at 3 µM | 320,000 tested, 0.32% active;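 active = activation above the mean of all tested compounds plus 3 SD, cutoff set per screening run, cut at about 20% in these data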;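 note: peak over basal fluorescence ratio from a 100 s FLIPR kinetic read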
IMP-1 inh: blocks Pseudomonas aeruginosa IMP-1 metallo-beta-lactamase | purified IMP-1, nitrocefin hydrolysis, epi-absorbance fluorescence | inhibition, % at 5.6 µM | 290,000 tested, 0.45% active;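 active = inhibition above the mean plus 3 SD of all compounds in the same screening run, cut at about 4.5% in these data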;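 note: 0% = IMP-1 with DMSO and 100% = DMSO wells lacking enzyme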
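System: purified IMP-1; amount: IMP-1 0.2 nM before substrate addition; compound: single dose, 5.6 µM; times: 25 °C, 15 min preincubation, 25 min reaction; signal: Epi-absorbance via hydrolysed-nitrocefin quenching of white-plate fluorescence, 480/530 nm, EDTA stop; benchmarks: DMSO with and without IMP-1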
GalR3 antag: blocks the human galanin receptor 3 | inhibition, % at 3 µM | 360,000 tested, 0.44% active | O60755 | HEK293 GalR3-CNG cAMP membrane potential fluorescence; galR3 body fused to GalR1 C-terminus | AID 651719;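 active = inhibition above the screen-wide average plus 3 SD, cut at about 13% in these data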;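 note: forskolin and galanin both at EC90 stimulate the cells; cAMP rise reported by CNG channel membrane potential dye signal; 0% = forskolin plus galanin with DMSO and 100% = forskolin alone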
Target sequence (O60755 1-299 limits assumed): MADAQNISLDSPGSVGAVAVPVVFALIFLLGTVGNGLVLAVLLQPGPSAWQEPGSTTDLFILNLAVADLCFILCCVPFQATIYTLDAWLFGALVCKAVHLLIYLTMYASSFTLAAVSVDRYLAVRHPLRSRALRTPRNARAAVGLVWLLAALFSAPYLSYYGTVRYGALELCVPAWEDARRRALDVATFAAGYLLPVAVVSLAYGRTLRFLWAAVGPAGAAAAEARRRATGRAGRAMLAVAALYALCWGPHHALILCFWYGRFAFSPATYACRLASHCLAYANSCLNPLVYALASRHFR
VIM-2 inh: blocks Pseudomonas aeruginosa VIM-2 metallo-beta-lactamase. 290,000 tested, 0.89% active. purified VIM-2, nitrocefin hydrolysis, epi-absorbance fluorescence. inhibition, % at 5.6 µM;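 active = inhibition above the mean of all tested compounds plus 3 SD, cutoff set per screening run, cut at about 7.5% in these data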;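 note: red hydrolysis product quenches plate fluorescence so inhibitors raise well fluorescence; 0% = enzyme with DMSO and 100% = DMSO without enzyme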
NS3 helicase inh: inhibitors of Hepatitis C virus NS3 helicase | NS3 helicase DNA unwinding, Cy5 molecular beacon fluorescence | inhibition, % at 10.9 µM | 290,000 tested, 0.56% active | AID 1800;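 active = inhibition above the mean of all tested compounds plus 3 SD, set per campaign, cut at about 35% in these data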;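 note: 0% = DMSO wells and 100% = thioflavine S control wells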
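test system = hepatitis C virus NS3 helicase domain fragment enzyme | reagent = annealed dual-labelled DNA beacon duplex, ATP-started | times = 1 h at 25 °C | detection = Cy5 fluorescence, 0 and 60 min reads | read-out basis = percent inhibition from t60/t0 fluorescence ratio | control set = DMSO and thioflavine S | replication = one well per compound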
Numbers without * were called inactive; . = not tested or not shown.

SMILES	V1R ag counter	GPR7 antag	PHOSPHO1 block	DNA FID counter	OXTR ag	IMP-1 inh	GalR3 antag	VIM-2 inh	NS3 helicase inh
Cc1nn(Cc2ccc(C(=O)N3N=C(C(F)F)CC3(O)C(F)F)o2)c(C)c1[N+](=O)[O-] (stereo not given)	8.3	3.0	2.1	-11.3	10.6	-3.4	-0.3	-3.6	-8.1
COc1ccc(CNC(=O)c2c(O)c3ccccc3n(C)c2=O)cc1OC	0.7	1.4	-8.1	-3.0	0.9	-2.2	-4.5	-2.2	3.2
CCOc1ccc2cc(S(=O)(=O)N3CCN(C)CC3)ccc2c1	0.1	-7.8	-10.5	5.1	-1.4	0.2	0.9	-1.8	-4.1
CCC(=O)Nc1sc2c(c1C(N)=O)CCN(Cc1ccccc1)C2	2.2	-1.9	25.4	-6.9	2.1	-1.7	.	-2.8	11.4
C=CCn1c(Cc2ccccc2)nc2c(cnn2-c2ccccc2)c1=O	2.7	-1.9	39.4	-27.6	1.8	-1.7	-10.1	5.3	-14.6
COc1ccc(CCNC(=O)CN(C)S(=O)(=O)c2ccc3c(c2)CCC(=O)N3)cc1OC	-0.8	-7.0	-11.3	-17.8	0.2	-5.9	2.1	-5.8	-3.7
CN(Cc1nc(-c2cccnc2)no1)S(=O)(=O)c1ccc(Br)cc1	4.8	14.9	6.3	-13.7	2.3	-2.7	0.6	-5.5	2.9
Clc1ccc2nc(CN3CCCCC3)cn2c1	1.0	-3.4	5.7	5.3	1.2	-2.3	1.3	-0.2	-2.2
O=C(CCCN1CCc2[nH]c3ccc(F)cc3c2C1)c1ccc(F)cc1	23.0*	33.9*	-4.7	22.3	24.7*	-1.9	-15.0	2.9	-45.0
COc1cc(NC(=S)N2c3ccccc3CC2C)cc(OC)c1 (stereo not given)	.	-8.2	42.7	-12.8	.	-1.9	-0.6	-2.4	-5.8
Cc1cc(S(=O)(=O)NCc2cccs2)ccc1-n1cnnn1	1.3	2.6	0.6	-2.7	2.0	-2.3	-2.8	-1.7	5.3
CN(CCCNC(=O)Cn1cccc1C(=O)c1ccccc1)C1CCCCC1	-0.8	-11.0	-15.4	9.2	0.2	-2.2	-1.1	-3.7	-3.4
CCCCSCCCNC(=O)C1CCC(CNS(=O)(=O)c2ccc(NC(C)=O)cc2)CC1 (stereo not given)	.	3.8	23.9	-38.1	.	-1.3	-12.9	2.6	-6.6
COC(=O)c1ccc2c(=O)[nH]c(CSc3nc(-c4ccc(F)cc4)cs3)nc2c1	1.5	-8.9	-16.4	-0.8	-1.8	-3.7	-10.6	-1.7	5.1
Cc1occc1C(=O)N=Nc1c(O)n(C)c2ccccc12	0.3	-11.3	-2.4	-2.0	-0.8	-2.2	-3.1	1.1	2.4
COc1cccc(/C=C/C(=O)NCCc2ccc3c(c2)OCCO3)c1	-0.8	-12.4	-11.2	-14.0	1.0	-3.3	-2.5	1.4	-3.0
CCCc1nn2c(=O)cc(CSCC(=O)Nc3nnc(C(C)C)s3)nc2s1	0.3	0.9	31.3	-21.3	5.9	-0.8	-3.4	-2.9	-0.6
CC(=O)Oc1ccc(N(C(C)=O)S(=O)(=O)c2cccs2)cc1	0.9	-5.9	-7.3	-4.8	-0.1	-3.7	-5.9	-3.8	6.2
COc1cccc(C2CC(=O)Nc3cc(OC)c(OC)cc32)c1 (stereo not given)	.	-13.6	34.0	-8.9	.	-3.3	-10.5	-0.1	0.6
Cc1ccc(CN2CCN(c3ccccn3)CC2)s1	-1.0	-5.4	17.9	-3.7	-1.2	-3.4	0.5	-0.2	-4.2
CCNC(=S)N/N=C/c1cn(Cc2ccc(F)cc2)c2ccccc12	0.6	3.8	-9.4	-8.8	-2.0	-3.2	-6.4	-2.6	-27.8
O=C(CCCCCn1c(=S)[nH]c2ccccc2c1=O)NCc1ccc2c(c1)OCO2	3.3	0.8	-27.2	-4.5	-0.9	-3.5	1.9	-1.1	0.9
COc1ccc(N2CCN(C(=O)CCCOc3cc(=O)n(C)c4ccccc34)CC2)cc1	-0.7	-4.3	26.1	-25.7	-1.8	0.1	-2.1	1.3	-16.9
CC(=O)c1cccc(N=c2scc(-c3ccc(S(=O)(=O)N4CCOCC4)cc3)n2CCO)c1	11.7	14.3	-10.6	-23.1	13.0	0.5	114.2*	2.6	13.6
CCC(=O)Nc1ccc(Cl)c(NC(=S)NC(C)=O)c1	-0.2	-3.9	24.6	-0.6	-0.6	-3.0	0.8	-1.7	-14.7
O=C(c1cc(-c2cccc(Br)c2)nc2ccccc12)N1CCCC1	-0.5	0.9	23.3	-39.3	-1.2	-0.6	1.2	0.4	-10.2
CCn1ccnc1[C@@H]1C[C@H]2CN(c3ccccc3OC)C(=O)[C@]23CCCN13	0.7	-7.0	31.1	-4.2	0.6	-1.0	-2.5	1.1	-2.4
O=C(O)/C(=C\c1ccc(F)cc1)c1ccc(-c2ccccc2)cc1	-0.5	3.3	44.9	-12.5	-1.2	-0.4	-8.9	-0.5	2.3
COC(=O)c1ccc(CS(=O)(=O)c2ccc(C)cc2)cc1	-1.2	-1.2	6.4	-6.5	-0.7	-1.2	-5.7	-2.4	-3.7
O=C(NCC1CCCO1)C1CCC(N2C(=O)c3ccccc3C2=O)CC1 (stereo not given)	0.2	-9.8	5.7	-19.2	0.2	-4.0	-1.0	-5.2	2.5
Cc1ccc2c(c1)CCCN2C(=O)c1cc(C)on1	-0.1	-7.5	7.7	-3.2	-0.8	-1.2	-2.5	-1.9	5.3
COC(=O)c1cc(-c2cccc([N+](=O)[O-])c2)c2c(=O)n(C)c(=O)n(C)c2n1	-0.2	-11.3	42.2	-2.7	0.4	-0.9	-2.3	6.8	2.5
CC1(C)CC(C)(c2ccc(O)cc2O)N(c2cccc(Cl)c2)C(=S)N1 (stereo not given)	-0.4	3.1	-8.1	-9.6	-0.9	-3.9	1.5	-5.0	-7.2
NC(=O)c1nsc(C(=O)N(c2ccccc2)C(C(=O)NCc2ccc(F)cc2)c2ccc(O)cc2)c1N (stereo not given)	6.2	-4.5	35.1	-19.2	3.7	-4.0	-4.8	-1.8	-21.6
CCn1cc(/C=C(\NC(=O)c2cc(OC)c(OC)c(OC)c2)C(=O)NCCCN2CCOCC2)c2ccccc21	0.5	-4.9	64.9*	29.6	0.3	-1.6	-7.2	-5.4	-39.7
Cn1c(=O)c2c(nc(N3CCNCC3)n2Cc2ccccc2Cl)n(C)c1=O	0.8	-8.0	51.2	1.9	-0.1	0.6	-1.1	-2.4	-2.9
CCC(=O)Nc1ccc2oc(-c3cccc(C)c3)nc2c1	1.7	-1.8	-3.3	-18.2	4.3	-5.4	-2.2	0.2	-10.2
O=S(=O)(/N=C(/Sc1ccccc1)c1ccccc1)c1ccccc1	0.4	-12.2	100.3*	1.4	0.9	-0.1	-4.8	-1.3	-11.7
Cc1onc(-c2c(Cl)cccc2Cl)c1COC(=O)c1ccc(Cl)cc1[N+](=O)[O-]	1.0	1.3	5.5	-6.1	-0.6	-1.5	-5.7	-1.9	0.2
CCN(CC)C(=O)N1CCN(C(=O)N(CC)CC)CC1	-0.1	11.0	20.0	-6.5	-0.2	0.2	-4.5	-0.1	-0.6
Cc1ccc(NC(=O)CCNS(=O)(=O)c2ccc3[nH]c(=O)oc3c2)cc1F	-0.7	-8.8	52.8	-2.1	0.1	-2.6	-6.4	-4.7	-0.8
CCCS(=O)(=O)c1nc(S(=O)(=O)c2ccc(C)cc2)c(N2CCCC(C)C2)s1 (stereo not given)	0.9	3.6	31.5	-43.5	-0.9	0.0	-2.4	-1.9	-5.6
Nc1ncnc(SCc2c(F)cccc2Cl)n1	0.2	-8.9	15.9	1.1	-0.6	-3.3	1.4	-3.8	-4.7
CCOC(=O)c1ccc(NC(=O)Nc2ccc(OC)c(OC)c2)cc1	7.5	-9.8	16.6	-6.8	7.6	-3.4	-1.7	-1.7	0.2
O=C(NCc1ccccc1)c1ccc(Oc2ccc(C(=O)NCc3ccccc3)cc2)cc1	2.2	0.3	-17.7	-2.6	2.6	-2.1	-1.9	-0.7	-5.2

Two compounds picked at random from the list so far, as already listed:
SMILES	V1R ag counter	GPR7 antag	PHOSPHO1 block	DNA FID counter	OXTR ag	IMP-1 inh	GalR3 antag	VIM-2 inh	NS3 helicase inh
Cc1onc(-c2c(Cl)cccc2Cl)c1COC(=O)c1ccc(Cl)cc1[N+](=O)[O-]	1.0	1.3	5.5	-6.1	-0.6	-1.5	-5.7	-1.9	0.2
CCN(CC)C(=O)N1CCN(C(=O)N(CC)CC)CC1	-0.1	11.0	20.0	-6.5	-0.2	0.2	-4.5	-0.1	-0.6

Continuation:
SMILES	V1R ag counter	GPR7 antag	PHOSPHO1 block	DNA FID counter	OXTR ag	IMP-1 inh	GalR3 antag	VIM-2 inh	NS3 helicase inh
O=C(COC(=O)/C=C/c1ccccc1Cl)NCCNC(=O)COC(=O)/C=C/c1ccccc1Cl	6.5	-9.9	16.2	-33.8	-0.7	-1.8	0.0	-2.1	-21.0
Cn1cc(CN2CCC(n3nccc3NC(=O)CCCc3ccccc3)CC2)cn1	-0.2	-1.7	21.8	6.1	-0.3	-2.7	-8.8	-2.8	-26.3
COc1ccc(OC)c(C2=NOC(C(=O)N3CCN(c4ccccc4)CC3)C2)c1 (stereo not given)	-1.2	-11.2	-13.9	-34.5	-2.3	-3.9	.	-3.4	-2.7
CCOc1ccc(CN(C)CCc2ccccn2)cc1	0.4	-15.6	-20.0	4.3	-0.1	-0.7	-1.1	-3.4	-4.0
CSc1cccc(NC(=O)C(C)NS(=O)(=O)c2ccc(F)cc2)c1 (stereo not given)	1.5	-1.1	21.4	-6.6	1.5	0.1	-4.9	-3.2	-4.3
COc1cc(/C=N/N2C(=O)c3ccccc3C2=O)ccc1O	0.1	-0.8	2.4	1.1	-0.2	-3.9	1.3	-3.5	6.5
CCCn1c(SCC(=O)NC(=O)Nc2ccc(C)cc2C)n[nH]c1=O	2.3	-11.8	14.4	-6.6	2.4	-4.1	-2.8	-1.0	0.9
O=S(=O)(/C=C/c1ccccc1)Nc1ccc2c(c1)OCO2	-0.8	-9.9	-5.8	-4.2	-1.4	-3.5	0.5	-2.5	-1.9
CC1=C/C(=C/N(C)c2ccccc2)C(=O)S1	-1.4	-2.5	31.1	-3.9	-1.8	1.1	-2.4	-0.1	8.2
COc1ccc(S(=O)(=O)Cc2ccc(C(=O)N3CCN(c4cccc(C)c4)C(C)C3)o2)cc1 (stereo not given)	2.9	-7.7	6.7	-19.0	0.7	3.0	-6.2	-2.2	-4.7
COCCNC(=O)Cn1cc2c(n1)CCCCC2	0.6	9.7	15.2	4.7	-1.3	-3.8	-1.1	-1.9	7.1
CCCc1ccc(OCc2ccc(C(=O)NN)o2)c(OC)c1	2.6	-30.5	41.9	-30.4	1.1	-2.3	-7.3	-3.5	-4.5
O=C(Nc1cccc(S(=O)(=O)NC2=NCCC2)c1)C1CCC1	-0.5	2.4	12.7	7.4	-0.3	-1.4	-4.7	-1.9	-6.9
COc1ccc(Br)cc1/C=N/NC(=O)CN1CCCCC1	0.6	28.3	41.1	8.8	-0.2	0.3	0.1	2.6	0.3

From PubChem

Outcome played no part in choosing rows; about 4.3% have a hit in one of these screens.
